From PubChem
CYP2C19 inh: human CYP2C19 inhibition; P33261; CYP2C19 Supersomes, luciferin-H EGE luminescence, 30 min; inhibition, % at 5 µM; hit rate 21% among 96,000; AID 778;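 active means CYP2C19 inhibition above a set limit at 5 µM in the primary screen, cut at about 50% in these data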;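 further: plate controls were negative control wells for no effect and 2.5 mM tranylcypromine positive control for full effect; values of inactives mirror those of a sister screen read the other way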
Target sequence (P33261 whole entry, looked up): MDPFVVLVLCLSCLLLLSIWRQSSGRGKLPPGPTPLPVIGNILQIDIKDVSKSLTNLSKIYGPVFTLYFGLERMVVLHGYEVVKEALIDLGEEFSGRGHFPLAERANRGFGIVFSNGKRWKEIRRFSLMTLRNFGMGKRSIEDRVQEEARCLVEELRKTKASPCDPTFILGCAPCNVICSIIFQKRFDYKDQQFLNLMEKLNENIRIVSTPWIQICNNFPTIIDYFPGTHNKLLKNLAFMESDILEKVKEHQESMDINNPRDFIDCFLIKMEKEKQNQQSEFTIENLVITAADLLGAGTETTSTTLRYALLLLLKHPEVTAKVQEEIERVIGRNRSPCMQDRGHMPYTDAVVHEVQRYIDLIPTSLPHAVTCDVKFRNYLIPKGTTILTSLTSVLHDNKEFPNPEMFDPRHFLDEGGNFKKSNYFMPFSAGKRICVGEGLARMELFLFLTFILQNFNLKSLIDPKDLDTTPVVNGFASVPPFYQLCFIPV
CYP2C19 act: cytochrome P450 2C19 (human) activation. 96,000 tested, under 10 active. AID 1025. recombinant CYP2C19, luciferin-H EGE luminescence; active compounds read high; 0 = fully inhibited enzyme, 1 = untreated enzyme. activation factor at 5 µM;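 active means activation factor of at least 2 at 5 µM in the primary screen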;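 further: 0 = wells with 2.5 mM tranylcypromine and 1 = vehicle-only wells; values of inactives mirror those of a sister screen read the other way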
VCAM1 TNFa inh: reduces TNF alpha induced VCAM1 expression in HUVEC. HUVEC TNFa-induced VCAM-1 immunofluorescence, high-content imaging. inhibition, % at 2 µM. hit rate 0.48% among 95,000. AID 802;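 active means inhibition above the batch mean plus 3 SD, with images confirmed as a hit by eye, cut at about 37% in these data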;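 further: 0% = TNF-stimulated DMSO wells and 100% = unstimulated control wells; not every result past the cut was called active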
CYP2C9 activ: CYP2C9 (human) activation; P11712; recombinant CYP2C9, luciferin-H conversion, luminescence; active compounds read high; factor 1 = untreated enzyme, 0 = blocked; activation factor at 5 µM; hit rate 1.4% among 96,000;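 active means activation factor of 2 or more for CYP2C9 at a 5 µM dose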;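 further: 0 = sulfaphenazole-blocked wells and 1 = vehicle-only wells; values of inactives mirror those of a sister screen read the other way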
Target sequence (P11712 whole entry, looked up): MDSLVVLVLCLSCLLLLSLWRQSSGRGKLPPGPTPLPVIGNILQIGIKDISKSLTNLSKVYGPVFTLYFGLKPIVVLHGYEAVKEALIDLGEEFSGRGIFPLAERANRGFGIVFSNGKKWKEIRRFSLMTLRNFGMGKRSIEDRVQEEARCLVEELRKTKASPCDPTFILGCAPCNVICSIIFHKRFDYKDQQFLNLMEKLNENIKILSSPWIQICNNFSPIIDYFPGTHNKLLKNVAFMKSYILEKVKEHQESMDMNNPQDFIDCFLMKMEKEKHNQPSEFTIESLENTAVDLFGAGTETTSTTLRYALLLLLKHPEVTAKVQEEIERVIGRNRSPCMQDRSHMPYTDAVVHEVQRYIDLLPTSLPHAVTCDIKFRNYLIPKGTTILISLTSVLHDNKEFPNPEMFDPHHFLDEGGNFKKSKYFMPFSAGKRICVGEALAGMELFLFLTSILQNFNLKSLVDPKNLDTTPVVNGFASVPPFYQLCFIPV
Candida biofilm: kills Candida albicans biofilms | AID 834 | C. albicans biofilm + clotrimazole, Alamar Blue | hit rate 0.14% among 85,000 | inhibition, % at 6 µM;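 active means inhibition above 20%; inactive means inhibition below 20%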;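 further: preformed 24 hr biofilms exposed to compound for 48 hr; 0% = biofilm without compound and 100% = blank killed by clotrimazole plus chlorhexidine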
hDAT+cocaine: changed human dopamine transporter uptake under cocaine IC80 | Q01959 | LLC-PK1 hDAT cells, [14C]-dopamine uptake with cocaine IC80; actives deviate in either direction | B-score at 10 µM | hit rate 1.3% among 110,000;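 active means Z score or B-score, a plate-position-corrected score, falls beyond the plate's 99.7% confidence bounds, in either direction; inactive means both scores lie inside the 99.7% bounds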;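 further: scored against the spread of the other compound wells on the same plate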
CYP2C9 inh: inhibitors of human CYP2C9. P11712. CYP2C9 Supersomes, luciferin-H conversion, luminescence. inhibition, % at 5 µM. hit rate 20% among 96,000. AID 777;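 active means blocking of liver enzyme CYP2C9 beyond about 50% at 5 µM, limit read from the data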; further: values of inactives mirror those of a sister screen read the other way
TNFa cytotox: toxic to HUVEC cells under TNF alpha stimulation; HUVEC TNFalpha-stimulated, Hoechst cell count, imaging; cell count reduction, % at 2 µM; hit rate 0.17% among 93,000; AID 848;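 active means cell count reduction exceeding the screen mean by over 5 SD, scaled to untreated wells per plate, cut at about 78% in these data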;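 further: cells counted after 24 h of TNF alpha exposure following the 1 h pretreatment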
HUVEC tox IL1B: HUVEC cytotoxicity counter-screen, IL-1B stimulated; HUVEC cell count loss, Hoechst imaging; cell count reduction, % at 2 µM; hit rate 0.41% among 94,000; AID 845;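 active means cell count reduction more than 3 SD above the screen-wide mean, cut at about 70% in these data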;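 further: normalized per plate to untreated control cells as the no-loss baseline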
* marks the source's active call; other numbers are inactive results. Random draw from the library. About 29% of those tested had a hit in this group.

For CCOC(=O)COc1ccc(Cl)cc1C1NC(=O)NC(C)=C1C(C)=O (stereo unspecified) the results were CYP2C19 inh 35, CYP2C19 act 0.6, VCAM1 TNFa inh -5, CYP2C9 activ 0.6, Candida biofilm 0, hDAT+cocaine 0.83, CYP2C9 inh 45, TNFa cytotox -28 and HUVEC tox IL1B 88*.
Screening COc1ccc(OC)c(S(=O)(=O)N2CCC(C(=O)NCCc3ccccc3)CC2)c1 returned CYP2C19 inh 41, CYP2C19 act 0.6, VCAM1 TNFa inh 10, CYP2C9 activ 3.2*, Candida biofilm 2, hDAT+cocaine 0.00025, CYP2C9 inh -216, TNFa cytotox -5 and HUVEC tox IL1B 2.
`NC(=O)C1CCN(C(=O)c2cnn(-c3ccccc3)c2NC(=O)c2ccco2)CC1` gave CYP2C19 inh 7, CYP2C19 act 0.9, VCAM1 TNFa inh 14, CYP2C9 activ 1, Candida biofilm 3, hDAT+cocaine -0.33, CYP2C9 inh -3, TNFa cytotox -36 and HUVEC tox IL1B 18.
Screening O=C(Nc1ncc(Cc2ccccc2)s1)c1cccs1 returned CYP2C19 inh -5, CYP2C19 act 1, VCAM1 TNFa inh 5, CYP2C9 activ 0.9, Candida biofilm 0, hDAT+cocaine -0.018, CYP2C9 inh 6, TNFa cytotox -21 and HUVEC tox IL1B -13.
CCCCC(=O)Nc1ccc(NC(=O)CCCC)nc1 was read as CYP2C19 inh 25, CYP2C19 act 0.7, VCAM1 TNFa inh -14, CYP2C9 activ 0.8, Candida biofilm 6, hDAT+cocaine -0.71, CYP2C9 inh 24, TNFa cytotox -1 and HUVEC tox IL1B 5.
For CC(C)CCn1c(C(C)O)nc2ccccc21 (stereo unspecified) the results were CYP2C19 inh 17, CYP2C19 act 0.8, VCAM1 TNFa inh 3, CYP2C9 activ 0.9, Candida biofilm -2, hDAT+cocaine -0.75, CYP2C9 inh 12, TNFa cytotox 9 and HUVEC tox IL1B 25.
CCOC(=O)C1=C(C)NC2=C(C(=O)CC(C)(C)C2)C1c1coc2ccccc2c1=O (stereo unspecified) was read as VCAM1 TNFa inh -3, Candida biofilm 4, hDAT+cocaine -0.13, TNFa cytotox -11 and HUVEC tox IL1B -18.
For O=C(CSc1nnc(COc2ccc(Cl)cc2)o1)N1CCN(c2ccccc2)CC1 the results were CYP2C19 inh -3, CYP2C19 act 1, CYP2C9 activ 0.9, Candida biofilm 8, hDAT+cocaine -1.4 and CYP2C9 inh 5.
O=S(=O)(Cc1cnc(Cl)s1)c1ccccc1 was read as CYP2C19 inh 47, CYP2C19 act 0.5, VCAM1 TNFa inh 15, CYP2C9 activ 0.9, hDAT+cocaine -0.65, CYP2C9 inh 7, TNFa cytotox -9 and HUVEC tox IL1B 14.
Screening O=C1CC(N2CCCc3ccccc32)C(=O)N1c1ccccc1Cl (stereo unspecified) returned VCAM1 TNFa inh -7, Candida biofilm 4, hDAT+cocaine 0.94, TNFa cytotox -10 and HUVEC tox IL1B -4.
`Cc1cccc(N2CCN(C(c3cccs3)c3nnnn3C(C)(C)C)CC2)c1C` (stereo unspecified) gave CYP2C19 inh 45, CYP2C19 act 0.6, VCAM1 TNFa inh 6, CYP2C9 activ 0.5, Candida biofilm 3, hDAT+cocaine 0.14, CYP2C9 inh 54*, TNFa cytotox -11 and HUVEC tox IL1B 8.
`COc1ccccc1CC(NC(C)=O)C(=O)NC1CCN(c2nnnn2-c2ccccc2)CC1` (stereo unspecified) gave CYP2C19 inh -3, CYP2C19 act 1, VCAM1 TNFa inh 0, CYP2C9 activ 1.1, Candida biofilm 5, hDAT+cocaine 0.26, CYP2C9 inh -10, TNFa cytotox 0 and HUVEC tox IL1B -21.
Fc1ccc(Nc2nc(N3CCOCC3)c3ccccc3n2)cc1 was read as CYP2C19 inh 76*, CYP2C19 act 0.2, CYP2C9 activ 0.3, Candida biofilm 4, hDAT+cocaine -0.062 and CYP2C9 inh 74*.
O=C(c1cnn2c(C(F)F)cc(C3CC3)nc12)N1CCOCC1 was read as CYP2C19 inh 2, CYP2C19 act 1, VCAM1 TNFa inh 21, CYP2C9 activ 1.3, Candida biofilm 6, hDAT+cocaine -0.33, CYP2C9 inh -34 and HUVEC tox IL1B -45.
For O=C(COc1ccccc1Cl)Nc1ccc(Cl)cn1 the results were CYP2C19 inh 10, CYP2C19 act 0.9, CYP2C9 activ 1, Candida biofilm 7, hDAT+cocaine 0.11 and CYP2C9 inh -3.
CCCCCC1NC(=O)NC1CCCCCC(=O)O (stereo unspecified) was read as CYP2C19 inh -8, CYP2C19 act 1.1, VCAM1 TNFa inh -25, CYP2C9 activ 1.1, Candida biofilm 5, hDAT+cocaine -0.34, CYP2C9 inh -6, TNFa cytotox 0 and HUVEC tox IL1B -44.
CCOC(=O)N1CCN(Cc2nc(N)nc(Nc3ccc(OC)cc3)n2)CC1 was read as CYP2C19 inh 23, CYP2C19 act 0.8, VCAM1 TNFa inh -16, CYP2C9 activ 0.7, Candida biofilm 6, hDAT+cocaine -0.56, CYP2C9 inh 34, TNFa cytotox 0 and HUVEC tox IL1B 0.
Screening C/C(NC(=O)c1ccccc1)=C1/C(=O)CC2C1C2(C)C (stereo unspecified) returned CYP2C19 inh 15, CYP2C19 act 0.9, VCAM1 TNFa inh 9, CYP2C9 activ 0.9, Candida biofilm 0, hDAT+cocaine 0.18, CYP2C9 inh 13, TNFa cytotox -12 and HUVEC tox IL1B 29.
For CCn1c(SCC(=O)NC(=O)NCc2ccco2)nc2sc(C)c(C)c2c1=O the results were CYP2C19 inh 36, CYP2C19 act 0.6, VCAM1 TNFa inh -5, CYP2C9 activ 0.7, CYP2C9 inh 27, TNFa cytotox 5 and HUVEC tox IL1B -38.
For Cc1cccc(NC(=O)CSCc2c(C)noc2C)c1C the results were CYP2C19 inh 74*, CYP2C19 act 0.3, VCAM1 TNFa inh -10, CYP2C9 activ 1.1, Candida biofilm 5, hDAT+cocaine 0.0066, CYP2C9 inh -9, TNFa cytotox 2 and HUVEC tox IL1B 4.
Screening O=C1NCCCC1C(=O)Nc1cccc(C(F)(F)F)c1 (stereo unspecified) returned CYP2C19 inh 1, CYP2C19 act 1, VCAM1 TNFa inh 26, CYP2C9 activ 1, Candida biofilm -2, hDAT+cocaine -0.11, CYP2C9 inh 2, TNFa cytotox 32 and HUVEC tox IL1B -11.
Screening CC(=C/c1ccco1)/C=N/N1CCN(c2ccccc2)CC1 returned CYP2C19 inh 55*, CYP2C19 act 0.4, VCAM1 TNFa inh -1, CYP2C9 activ 0.8, Candida biofilm 3, hDAT+cocaine 0.83, CYP2C9 inh 18, TNFa cytotox -8 and HUVEC tox IL1B -2.
Screening Cc1cccc(OCc2nnc(SCC(=O)c3cccs3)n2C)c1C returned CYP2C19 inh 78*, CYP2C19 act 0.2, VCAM1 TNFa inh 6, CYP2C9 activ 0.5, Candida biofilm 9, hDAT+cocaine 0.51, CYP2C9 inh 53*, TNFa cytotox -7 and HUVEC tox IL1B 1.
`CSc1cc(C)nc(N(C)C(C)=O)n1` gave CYP2C19 inh -4, CYP2C19 act 1, VCAM1 TNFa inh -1, CYP2C9 activ 0.7, Candida biofilm 9, hDAT+cocaine -0.31, CYP2C9 inh 33, TNFa cytotox -20 and HUVEC tox IL1B -28.
For COc1ccc(NC(=O)/C(Cl)=C(/Cl)S(=O)(=O)Cc2ccc(C)cc2)cn1 the results were CYP2C19 inh 36, CYP2C19 act 0.6, VCAM1 TNFa inh 51*, CYP2C9 activ 0.5, Candida biofilm 3, hDAT+cocaine -0.61, CYP2C9 inh 53* and TNFa cytotox 30.
For CCc1ccc(NC(=O)Cn2c(SC)nc3ccccc32)cc1 the results were CYP2C19 inh 22, CYP2C19 act 0.8, CYP2C9 activ 0.6, Candida biofilm 5, hDAT+cocaine -0.38 and CYP2C9 inh 44.
`COc1cc(NC(=O)CCc2ccccc2)nc(OC)n1` gave CYP2C19 inh 14, CYP2C19 act 0.9, VCAM1 TNFa inh -15, CYP2C9 activ 1.6, Candida biofilm 3, hDAT+cocaine 1.8, CYP2C9 inh -56, TNFa cytotox -19 and HUVEC tox IL1B -14.
`Cc1ccccc1-n1nc2c(c1NC(=O)c1ccc(Br)o1)CSC2` gave CYP2C19 inh 15, CYP2C19 act 0.8, VCAM1 TNFa inh 5, CYP2C9 activ 0.4, Candida biofilm 6, hDAT+cocaine -0.94, CYP2C9 inh 57*, TNFa cytotox -25 and HUVEC tox IL1B -57.
N#Cc1nc(COc2ccc(Br)cc2)oc1N1CCCCCC1 was read as CYP2C19 inh 21, CYP2C19 act 0.8, VCAM1 TNFa inh 8, CYP2C9 activ 0.6, Candida biofilm 0, hDAT+cocaine -0.34, CYP2C9 inh 42, TNFa cytotox -8 and HUVEC tox IL1B 0.
`Cc1ccc(C(=O)NCCNC(=O)CN2CCCC2)cc1` gave CYP2C19 inh -2, CYP2C19 act 1, VCAM1 TNFa inh 11, CYP2C9 activ 1, Candida biofilm -1, hDAT+cocaine -0.56, CYP2C9 inh -1, TNFa cytotox -12 and HUVEC tox IL1B 3.
Screening Cc1cccc(C)c1OCC(=O)Nn1c(COc2ccccc2)nc2ccccc2c1=O returned CYP2C19 inh 13, CYP2C19 act 0.9, VCAM1 TNFa inh -12, CYP2C9 activ 0.2, Candida biofilm 6, hDAT+cocaine -0.21, CYP2C9 inh 76*, TNFa cytotox 5 and HUVEC tox IL1B -24.
Cn1c(C(=O)NCc2cccs2)cc2c(=O)n(C)c3ccccc3c21 was read as CYP2C19 inh -20, CYP2C19 act 1.2, VCAM1 TNFa inh 14, CYP2C9 activ 1.3, Candida biofilm 1, hDAT+cocaine 0.08, CYP2C9 inh -26, TNFa cytotox -46 and HUVEC tox IL1B -14.
For CCOC(=O)CSc1nnc(CNC(=O)c2ccc(OC)cc2OC)n1C the results were CYP2C19 inh 8, CYP2C19 act 0.9, VCAM1 TNFa inh 10, CYP2C9 activ 0.9, Candida biofilm -3, hDAT+cocaine -0.24, CYP2C9 inh 15, TNFa cytotox 6 and HUVEC tox IL1B -36.
`COc1ccc(C2C3=C(CCCC3=O)Nc3c(-c4ccccc4)c(C)nn32)cc1` (stereo unspecified) gave CYP2C19 inh 71*, CYP2C19 act 0.3, VCAM1 TNFa inh 0, CYP2C9 activ 0.6, Candida biofilm 5, hDAT+cocaine -0.13, CYP2C9 inh 35, TNFa cytotox 3 and HUVEC tox IL1B -27.
Screening COC(=O)CN(c1ccc(OC)cc1)S(=O)(=O)c1ccc(OC)c(OC)c1 returned CYP2C19 inh 94*, CYP2C19 act 0.1, VCAM1 TNFa inh -4, CYP2C9 activ 0.8, Candida biofilm 10, hDAT+cocaine 0.36, CYP2C9 inh 16, TNFa cytotox -31 and HUVEC tox IL1B -9.
For COC(=O)CNC(=O)C(C)NC(=O)CNC(=O)OCc1ccccc1 (stereo unspecified) the results were VCAM1 TNFa inh -1, CYP2C9 activ 1.1, Candida biofilm -1, hDAT+cocaine -0.25, CYP2C9 inh -5, TNFa cytotox 14 and HUVEC tox IL1B 6.
`O=C(Cc1cccc2ccccc12)Nc1ccccc1C(=O)O` gave CYP2C19 inh -10, CYP2C19 act 1.1, VCAM1 TNFa inh 4, CYP2C9 activ 0.1, Candida biofilm 2, hDAT+cocaine 0.71, CYP2C9 inh 87*, TNFa cytotox -26 and HUVEC tox IL1B -146.
For CCCn1c(CCNC(=O)c2cccs2)nc2ccccc21 the results were VCAM1 TNFa inh 12, Candida biofilm 11, hDAT+cocaine -0.76, TNFa cytotox 12 and HUVEC tox IL1B -4.
